CRFBP-R2 agonist: agonists of human CRF-binding protein/CRF-R2 receptor complex. actives 0.46% (n = 350,000). HEK293 CRF-R2/CRF-BP, calcium dye fluorescence (FLIPR); percent of saturating CRF peptide response. activation, % at 13.2 µM;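 active = activation of at least 50%, plus an integration ratio under a set limit after plate pattern correction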;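 note: plate controls were neutral control wells without compound for no effect and CRF at EC100 for full effect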
CHRM5 antagonist: blocks acetylcholine activation of human M5 receptor; P08912; CHO-hM5 cells, Fluo-8 calcium fluorescence, ACh EC80; inhibition, % at 3 µM; actives 0.59% (n = 360,000);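 active = inhibition above a per-plate cutoff, the mean of that plate's test compounds plus 3 SD, cut at about 27% in these data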;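 note: 0% = acetylcholine EC80 with DMSO and 100% = DMSO without agonist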
Target sequence (P08912 whole entry, looked up): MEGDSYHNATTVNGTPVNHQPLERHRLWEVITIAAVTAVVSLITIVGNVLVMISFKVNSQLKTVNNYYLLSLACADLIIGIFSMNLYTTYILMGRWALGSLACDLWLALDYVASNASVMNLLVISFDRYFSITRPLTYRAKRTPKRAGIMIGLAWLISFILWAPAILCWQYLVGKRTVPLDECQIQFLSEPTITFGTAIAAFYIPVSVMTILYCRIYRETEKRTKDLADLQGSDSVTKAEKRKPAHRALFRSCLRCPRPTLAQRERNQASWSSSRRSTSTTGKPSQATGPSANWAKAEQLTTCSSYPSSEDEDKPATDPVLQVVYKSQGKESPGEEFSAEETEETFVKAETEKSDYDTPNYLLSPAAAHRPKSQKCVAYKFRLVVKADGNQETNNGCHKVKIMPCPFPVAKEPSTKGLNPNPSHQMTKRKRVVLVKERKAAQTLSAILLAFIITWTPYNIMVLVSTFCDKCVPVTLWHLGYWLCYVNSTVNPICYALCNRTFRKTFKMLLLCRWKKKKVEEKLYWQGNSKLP
TAAR1 ag: human TAAR1 agonism | Q96RJ0 | CHO RD-HGA16 TAAR1, Fluo-8 calcium fluorescence; vehicle wells 0%, saturating PEA agonist 100% | activation, % at 3 µM | actives 0.99% (n = 360,000) | AID 624467;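 active = activation above the mean activation of all test compounds in the run plus 3 SD, cut at about 38% in these data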
Target sequence (Q96RJ0 whole entry, looked up): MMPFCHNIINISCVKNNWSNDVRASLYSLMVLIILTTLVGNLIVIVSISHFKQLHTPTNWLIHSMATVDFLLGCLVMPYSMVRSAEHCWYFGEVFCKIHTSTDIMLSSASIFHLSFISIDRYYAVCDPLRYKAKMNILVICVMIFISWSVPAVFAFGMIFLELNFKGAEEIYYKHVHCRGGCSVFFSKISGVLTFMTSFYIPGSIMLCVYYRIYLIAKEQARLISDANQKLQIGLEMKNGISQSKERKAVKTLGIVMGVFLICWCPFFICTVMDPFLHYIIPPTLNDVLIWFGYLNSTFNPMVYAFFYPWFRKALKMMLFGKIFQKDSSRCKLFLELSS
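Assay system: CHO-derived RD-HGA16 cells with stable Gα16 and human TAAR1; timing: 17-24 h seeding, 75 min 37 °C dye, 30 min RT; read-out: % activation from peak over basal fluorescence ratio, DMSO-to-PEA scaled; measured by: kinetic Fluo-8 calcium fluorescence; benchmarks: low control DMSO, high control PEA (EC100); doses: 3 µM single concentration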
M5 ag: agonists of human muscarinic M5 receptor (CHRM5). actives 0.19% (n = 360,000). CHO-K1 hM5 cells, Fluo-8 calcium fluorescence; 0% DMSO wells, 100% maximal acetylcholine response. activation, % at 3 µM;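 active = activation above the run's mean over test compounds plus 3 SD, cut at about 23% in these data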;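 note: signal is peak over basal fluorescence ratio across the kinetic read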
M1 PAM parental: nonselective activator or artifact in parental CHO-K1 calcium assay. actives 0.02% (n = 360,000). ATP EC20, Fluo-8 calcium fluorescence; 0% at ATP EC20, 100% at ATP max. activation, % at 3 µM. AID 602247;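 active = activation above the run cutoff, the mean activation of all test compounds plus 3 SD, cut at about 40% in these data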;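 note: peak over basal fluorescence ratio in a 140 s read after ATP addition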
M5 PAM: potentiates acetylcholine response at human M5 receptor; AID 624038; CHO-K1 hM5, Fluo-8 calcium, ACh EC20 PAM; 0% = ACh EC20, 100% = ACh EC100; activation, % at 3 µM; actives 0.3% (n = 360,000); P08912;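 active = activation above the run cutoff, the mean activation of all test compounds plus 3 SD, cut at about 18% in these data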
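Test system: CHO-K1 hM5 cells / Doses: single-point, 3 µM nominal / Times: Post-acetylcholine fluorescence recording 140 s / Technique: Fluo-8 calcium fluorescence / Measure: Max/basal fluorescence ratio as % of EC20–EC100 ACh window / Benchmarks: low control EC20 acetylcholine (0%), high control EC100 acetylcholine (100%) / Replicates: one well per compound, no replicates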
TAAR1 antagonist: human TAAR1 antagonism | Q96RJ0 | inhibition, % at 3 µM | actives 1.5% (n = 360,000) | CHO RD-HGA16 TAAR1, Fluo-8 calcium fluorescence, antagonist | AID 624466;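 active = inhibition above a per-plate cutoff, the mean inhibition of test compounds on that plate plus 3 SD, cut at about 49% in these data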;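 note: 0% = DMSO plus EC80 beta-PEA response and 100% = DMSO alone without agonist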
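Test system: RD-HGA16 CHO cells with stable hTAAR1 and Gα16 / Probe or stimulus: EC80 β-phenethylamine stimulus / Times: seeding 17-24 h prior, 75-min 37 °C, 30-min RT dye loading / Detection: Fluo-8 calcium-sensitive fluorescence / Read-out basis: % inhibition scaled between DMSO and EC80 PEA controls / Repeats: singlicate, one well per test compound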
CHRM4 PAM: potentiates acetylcholine response at human M4 receptor; P08173; CHO-K1 hM4/Gqi5, Fluo-8 calcium fluorescence, ACh EC20; 0% = ACh EC20, 100% = maximal ACh; activation, % at 3 µM; actives 0.4% (n = 360,000);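 active = activation above its plate's cutoff, the mean activation of sample wells plus 3 SD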; note: some results filed as inactive read as strong as hits
CRFBP-R2 block: blocks CRF-induced signaling of the CRF-BP/CRF-R2 complex. HEK293 CRF-R2/CRF-BP, CRF-induced calcium fluorescence. inhibition, % at 11.8 µM. actives 0.59% (n = 350,000);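 active = inhibition of the ligand-induced calcium signal above about 50% at the single tested concentration, limit read from the data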
Numbers without * were called inactive; · = not tested or not shown.

SMILES	CRFBP-R2 agonist	CHRM5 antagonist	TAAR1 ag	M5 ag	M1 PAM parental	M5 PAM	TAAR1 antagonist	CHRM4 PAM	CRFBP-R2 block
COc1ccc(C(=O)OCc2ccccc2F)cc1S(=O)(=O)N1CCCC1	1.1	9	5	-1	0	-4	25	-6	4
COc1nc(NCc2ccco2)nc(NC2CCCCC2)n1	-0.1	-7	9	1	0	3	-6	-6	-16
COc1ccc(NS(=O)(=O)c2ccc(O)c(NC(=O)c3ccc(S(=O)(=O)N4CCCC4)cc3)c2)cc1	-1.6	6	1	-2	8	-4	-30	-5	11
CCOC(=O)CCCCCC(=O)Nc1ccc2c(c1)C(=O)N([C@H](C)CO)C[C@@H](C)[C@H](CN(C)Cc1ccc3c(c1)OCO3)O2	-1.2	1	9	-12	4	-3	0	0	-7
COc1ccc(/C(O)=C2/C(=O)C(=O)N(CCN3CCOCC3)C2c2cccnc2)cc1OC (stereo unspecified)	0.3	-4	8	3	23	5	-2	-6	21
COCCn1c(N)c(N(Cc2ccccc2)C(=O)C2=COCCO2)c(=O)[nH]c1=O	0.2	-6	1	-2	-13	0	-25	4	-7
N#Cc1c(=O)c2nc(NCCCO)ncc2n2c(=O)c3ccccc3[nH]c12	12	3	0	-2	-5	-7	-1	7	-7
CSC[C@@H]1NC(=S)N(c2ccc(C)cc2)C1=O	-1.2	-10	0	2	-2	9	0	5	-6
C/C(=N\NS(=O)(=O)c1ccc(Br)cc1)c1ccc(-n2ccnc2)cc1	0.4	1	3	-1	0	2	-3	8	6
Cc1ccccc1SCc1noc(C(=O)NC(C)C)c1C(=O)O	-1.7	21	5	0	9	-6	14	9	13
COc1ccc(C(=O)Oc2ccc3ccc(=O)oc3c2)cc1	-0.5	2	6	-2	6	-4	-4	3	5
CN(C)CCCNc1oc(-c2ccccc2)nc1C#N	-1.8	2	-1	3	0	-3	1	-3	-8
CCc1ccc(NC(=S)Nc2ccc3[nH]c(=O)[nH]c3c2)cc1	-4.0	2	6	-2	7	4	-29	9	0
CCOC(=O)C1(C)/C(=N/Nc2ccccc2)C(=O)C(=O)N1c1ccccc1 (stereo unspecified)	-5.0	-4	-1	-3	27	-1	6	12	29
O=C(COC(=O)c1ccc2c(c1)OCCO2)Nc1ccc(F)cc1F	-1.1	4	1	-3	12	2	-15	-4	8
CC1CN(c2nc3c(c(=O)n(C)c(=O)n3C)n2Cc2c(Cl)cccc2Cl)CC(C)O1 (stereo unspecified)	-2.2	0	-1	-2	0	3	-14	-1	1
Cc1ccc2c(c1)N(CC(=O)NCc1cccs1)C(=O)CO2	-1.4	-9	6	0	10	-2	11	-4	5
Nc1nc(SCC(=O)Nc2ccccc2C(F)(F)F)[nH]c(=O)c1-c1ccccc1	1.2	-6	-1	-2	18	5	-3	14	-24
C=CCOc1cccc(C2/C(=C(/O)c3ccc(C)cc3)C(=O)C(=O)N2CCN2CCOCC2)c1 (stereo unspecified)	-1.0	-6	1	-3	18	2	6	5	-2
N#Cc1cc2c(nc1SCc1ccc(Cl)nc1)CCCCC2	3.4	0	6	-11	10	-7	34	-9	7

Brought forward from above: 2 compounds, then new ones.
SMILES	CRFBP-R2 agonist	CHRM5 antagonist	TAAR1 ag	M5 ag	M1 PAM parental	M5 PAM	TAAR1 antagonist	CHRM4 PAM	CRFBP-R2 block
C=CCOc1cccc(C2/C(=C(/O)c3ccc(C)cc3)C(=O)C(=O)N2CCN2CCOCC2)c1 (stereo unspecified)	-1.0	-6	1	-3	18	2	6	5	-2
N#Cc1cc2c(nc1SCc1ccc(Cl)nc1)CCCCC2	3.4	0	6	-11	10	-7	34	-9	7
Cc1c(OCC(=O)N2CCC(C(=O)NCCCC(=O)O)CC2)ccc2c1oc(=O)c1ccccc12	0.5	-4	1	0	6	3	1	6	10
CCC1(c2ccc(F)cc2)NC(=O)N(CC(=O)NC2CC2)C1=O (stereo unspecified)	-0.4	1	0	2	13	4	-7	13	9
CC(O)(c1ccccc1)C(C(c1ccccc1)N1CCOCC1)N1CCOCC1 (stereo unspecified)	-2.2	17	3	-3	-1	-2	-15	4	-20
CCOC(=O)c1c(S(=O)(=O)N(C)Cc2ccco2)c(C)n(C)c1C	-1.2	7	7	-4	-3	4	-20	-3	-3
CC(=O)OCCN1c2ccccc2Sc2cnccc21	-2.4	14	-1	-2	11	-14	3	3	1
Cc1cnc(C(=O)Nc2ccc(C)c(S(=O)(=O)N3CCCCCC3)c2)cn1	0.4	-1	2	1	5	1	-5	2	-1
COc1cc(CC(=O)NCCc2ccc(OCc3ccccc3)cc2)c([N+](=O)[O-])cc1OC	3.5	3	10	-4	6	-7	9	0	8
Cc1nc2ccc(NC(=O)COc3cccc(F)c3)cc2s1	1.5	11	0	0	19	-3	-3	2	-10
Cc1noc(NS(=O)(=O)c2ccc(N3CC(O)=C(c4ccccc4)C3=N)cc2)c1C	-0.7	-2	10	1	10	3	12	-6	-44
CCOc1ccc2[nH]c(C(=O)N/N=C/c3cccc(OC)c3OC)cc2c1	-1.3	7	7	-2	20	-8	21	-10	-29
Cn1c(=O)c(C(=O)NCc2ccccc2)c(O)c2ccccc21	2.5	6	7	4	-27	0	7	0	-11
COc1ccccc1CNC(=O)C1CCN(S(=O)(=O)N2CCCCC2)CC1	0.8	3	2	2	-1	-7	1	-11	-5
Cc1ccc(N2CN(Cc3cccnc3)CNC2=S)cc1	1.2	-2	1	2	4	1	-11	9	-4
CN(C)c1nc(N)nc(CSc2nc3c(c(=O)n(C)c(=O)n3C)n2Cc2ccccc2F)n1	-1.0	6	2	-1	10	-3	-42	2	-7
Cc1cc(C)nc(NC(=O)CCN2C(=O)c3ccccc3S2(=O)=O)n1	0.1	4	0	1	-9	-1	23	-3	5
Cc1cc(=O)[nH]c(N2CCCCC2)n1	-1.8	11	2	-2	11	-5	-7	0	6
Cn1c(=O)c2c(nc(N3CCN(c4ccc([N+](=O)[O-])cc4)CC3)n2C)n(C)c1=O	-0.5	15	7	1	2	-5	-15	-5	-3
CC(=O)NCCNc1nc2cc(-c3ccccc3)sc2c(=O)n1C	·	-7	1	0	13	3	-19	3	·
CCOC(=O)C1CCCN(C(=O)c2cc3ccccc3cc2OC)C1 (stereo unspecified)	-1.7	-2	1	-5	14	-6	-6	0	2
CCOc1ccccc1C=NNC(=O)c1cccc2ccccc12	1.5	3	1	-1	11	-5	5	-2	21

At a glance, 3 of the compounds above.
SMILES	CRFBP-R2 agonist	CHRM5 antagonist	TAAR1 ag	M5 ag	M1 PAM parental	M5 PAM	TAAR1 antagonist	CHRM4 PAM	CRFBP-R2 block
CC(=O)NCCNc1nc2cc(-c3ccccc3)sc2c(=O)n1C	·	-7	1	0	13	3	-19	3	·
CCOC(=O)C1CCCN(C(=O)c2cc3ccccc3cc2OC)C1 (stereo unspecified)	-1.7	-2	1	-5	14	-6	-6	0	2
CCOc1ccccc1C=NNC(=O)c1cccc2ccccc12	1.5	3	1	-1	11	-5	5	-2	21

Continued:
SMILES	CRFBP-R2 agonist	CHRM5 antagonist	TAAR1 ag	M5 ag	M1 PAM parental	M5 PAM	TAAR1 antagonist	CHRM4 PAM	CRFBP-R2 block
COc1ccc(/C=N/NC(=O)c2cc(C3CC3)[nH]n2)cc1OC	-1.1	5	3	4	8	0	2	-5	13
COc1ccccc1C(C(=O)NCc1ccc(F)cc1)N(C(=O)c1csnn1)C1CC1 (stereo unspecified)	-0.3	13	6	-1	-5	-3	-11	2	-8
CCOC(=O)c1c(-c2ccccc2)nc2ccc(Cl)cn12	1.2	-3	2	-1	15	1	-2	20	-8
CC1=NN(C(N)=S)C(=O)C1N=Nc1cccc(C)c1 (stereo unspecified)	-0.5	5	0	0	10	-2	-15	0	13
O=C(COC(=O)c1ccc(S(=O)(=O)N2CCCC2)cc1)NCc1ccco1	-2.1	-1	0	-2	-1	2	4	-2	-5
O=C(CCNS(=O)(=O)c1ccccc1)OCC(=O)c1ccc[nH]1	0.5	-4	4	2	-16	1	-12	5	7
C(=N\Nc1ncnc2sc3c(c12)CCC3)/c1ccncc1	-4.3	-2	0	-11	-8	-2	2	8	23
O=C(CN1CCc2ccccc21)NC(c1ccccc1)c1ccccc1	-2.0	8	0	1	-4	-3	8	13	4
CC(C)Cn1c(=O)c2c(nc3n2CC(C)CN3Cc2ccccc2)n(C)c1=O (stereo unspecified)	0.2	1	4	-7	6	-2	-16	5	0
O=C(NC1CCCCC1)C(c1ccc(F)cc1)N(Cc1ccccc1)C(=O)CN1C(=O)c2ccccc2S1(=O)=O (stereo unspecified)	6.2	2	5	-3	28	-3	-2	9	-13
NC(=O)CSc1nnc(-c2ccncc2)n1-c1ccc(Cl)cc1	-2.0	3	1	1	20	-1	-19	1	11
CCCCc1ccc(NC(=O)CSc2nc(=O)n(CCN(CC)CC)c3c2CCCC3)cc1	0.6	12	0	-10	-10	-13	-21	-9	-15
O=C1c2ccccc2NC(c2ccc3c(c2)OCCO3)N1c1ccc2c(c1)OCCO2 (stereo unspecified)	0.1	0	6	2	5	-12	29	-9	-11
CC(=O)Nc1ccc(C(=O)N2CCc3cc4c(cc3C2C)OCCCO4)cc1 (stereo unspecified)	-1.4	3	-2	-6	13	-3	-16	-14	-2
CCCCn1nnnc1C(c1ccccc1)N1CCN(c2ccc(OC)cc2)CC1 (stereo unspecified)	·	7	-1	-2	24	-5	5	-1	·
COc1ccc(OC)c(S(=O)(=O)NCCc2csc(-c3cccnc3)n2)c1	1.9	-1	0	-6	-6	5	-31	9	-12
CN(C)/C=N/c1ncc(-c2ncc(C(F)(F)F)cc2Cl)cn1	-1.4	10	3	1	14	-9	10	-3	-17
CC(C)(C)c1ccc(CSc2nc(N)cc(=O)[nH]2)cc1	1.4	25	·	22	-3	-9	·	-8	-8
CC(OC(=O)c1ccc(Cl)nc1)C(=O)NC1CCCC1 (stereo unspecified)	0.3	3	1	1	-2	3	-10	4	-4
CN(C)c1ccc(/C=N/NC(=O)c2ccn(C)n2)cc1	0.7	2	1	-1	26	-1	-1	-7	24
CN1CCc2c(sc3nc(NN)n(Cc4ccccc4)c(=O)c23)C1	-0.4	16	-1	-3	5	-8	-7	-9	0
COc1ccc(CC(=O)Oc2ccc(C(C)(C)C)cc2)cc1S(=O)(=O)N1CCOCC1	4.9	-19	18	-4	3	3	32	-2	-26
CC(C)(C)CC(C)(C)c1ccc(O)c(Cc2ccc(Cl)cc2Cl)c1	-1.4	-12	1	1	15	3	-22	3	11
COc1ccc(-c2nnc(NC(=O)C(C)C)s2)c(OC)c1	2.2	10	7	2	28	-17	-8	-17	-15
O=C(COc1cccc2c1CCN(Cc1ccccc1)C2=O)NCc1ccco1	2.1	-4	1	4	24	0	8	6	10

High-throughput results as filed in PubChem.
